Salmonella PhoP GFP – inhibitors of PhoP regulon expression, primary screen, Salmonella Typhimurium, GFP reporter (AID 1863); one-dose inhibition, % at 50 µM; IC50 in µM for titrated hits; 300,000 compounds, 0.16% hits; S. Typhimurium PhoP-regulated promoter GFP reporter, 4 h; higher % means a stronger effect;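 active = inhibition over 29.93%, a cutoff 3 SD above the screen mean, later confirmed by dose response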;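 note: 0% = low Mg2+ inducing control and 100% = high Mg2+ repressing control; strong numbers were not always called active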
MT stabilize HCS – stabilizes microtubules in HeLa cells; HeLa tubulin immunostaining HCS, 24 h; share of cells brighter than vehicle mean+2SD; % tubulin-high responders, % at 10 µM; 200,000 compounds, 0.83% hits;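 active = plate Z-score above 3 for both tubulin-high and condensed-nucleus cell shares, with cell loss under 80%, at 10 µM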;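 note: anti alpha tubulin signal scored within the nucleus-defined area of each cell; some results filed as inactive read as strong as hits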
Dynein cargo inh – blocks dynein driven cargo transport along microtubules | 3617.4 mouse cells, GR-EGFP nuclear translocation imaging; test concentration mostly 20 µM; stimulated with dexamethasone, 1 µM; stronger effect = lower value | z-score, hits read low | 220,000 compounds, 0.47% hits | AID 1381;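 active = plate z-score of nuclear minus cytoplasmic receptor signal below a set negative limit, without overly bright fluorescence or cell loss, cut at about -3.5 in these data, passing the limit was not always enough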;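 note: z-score of nuclear minus cytoplasmic ring GR-EGFP intensity difference per well; some compounds called inactive have numbers as strong as hits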
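Also added – dexamethasone, 1.0 µM final · Buffer or medium – tet-free, stripped-serum medium · Schedule – induction 48 h, compound 1 h, agonist 30 min · Detection – formaldehyde fixation, Hoechst nuclear stain, 10x automated fluorescence imaging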
Autophagy mod – modulators of autophagy; calls only at 10 µM (by protocol); AID 463193; 190,000 compounds, 0.98% hits; MEF GFP-LC3 puncta imaging; test concentration mostly 10 µM;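 active = percentage of spot-positive cells more than 3 SD above its plate mean, without a fluorescence outlier flag or 80% toxicity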;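 note: spot-positive cell cutoff set from DMSO-treated cells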
b-catenin transl – beta-catenin nuclear translocation modulation; HeLa beta-catenin nuclear translocation, immunofluorescence imaging; nuclear translocation activity, % at 5 µM; 190,000 compounds, 0.3% hits;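 active = nuclear translocation activity above 50% at 5 µM, with a well cell count of 50 or more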;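 note: per-cell ratio of nuclear to cytoplasmic median beta-catenin stain intensity; plate controls were DMSO negative control for no effect and GSK-3 inhibitor IX positive control for full effect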
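Test system: human HeLa cell line; Doses: 5 µM primary, 0.02–20 µM confirmation; Incubation: 24 h compound exposure, 37°C; Detection: beta-catenin immunofluorescence imaging with DAPI; Read-out: beta-catenin nuclear/cytoplasmic ratio, % activation.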
Insulin prom up – MIN6 insulin promoter up-regulation. MIN6 insulin promoter-GFP reporter, high-content imaging; stronger effect = higher value. z-score at 5 µM. 190,000 compounds, 0.3% hits. AID 1625;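 active = z-score above 3 at 5 µM with at least 500 cells counted in the well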
ER stress rescue – rescue of cells from ER stress-induced death, primary screen, 384-well, CSM14.1, thapsigargin, ATP luminescence (AID 1222); CSM14.1 thapsigargin-induced death rescue, ATP luminescence; higher % means a stronger effect; one-dose cellular ATP content (survival), % at 20 µM; EC50 in µM for titrated hits; 190,000 tested, under 10 active;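 active = EC50 below 50 µM in the dose-response confirmation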;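 note: death triggered by thapsigargin at about 15 µM added after 2 h compound pretreatment; cell ATP read after overnight thapsigargin exposure of roughly 18 to 22 hours; normalized against plate controls of thapsigargin alone and 5% DMSO vehicle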
T cell HTS – T cell immune modulation candidate; AID 2052; 2C CD8+ T cell-vesicle binding, flow cytometry; stronger effect = lower value; calls only at 7 µM; 330,000 compounds, 0.068% hits;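 active = response, share of CD8 T cells binding vesicles, and their 90th percentile fluorescence all below set limits, cut at about 80% in these data, passing the limit was not always enough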
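Material: 2C TCR transgenic mouse naive CD8+ T cells, MACS-purified. Also added: QL9-charged Drosophila Ld/ICAM-1/B7-1 vesicles. Timing: binding 1.5 h at 37 °C. Measured by: high-throughput flow cytometry with anti-B7-1 and anti-CD8 staining. Read-out: percent CD8+ FL2 mean versus row control. Controls: Unloaded micro-vesicles (low), QL9 vesicles with 0.7% DMSO (high).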
Hep lipid drop – modulators of hepatic lipid droplet formation | AML12 mouse hepatocytes, oleate lipid droplets, BODIPY imaging | inhibition, % at 6.5 µM | 240,000 compounds, 0.4% hits;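 active = lipid droplet intensity inhibited by at least 50%, with more than 500 cells counted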
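Test system: AML12 mouse liver cells; schedule: overnight exposure; technique: high-content imaging of BODIPY-stained droplets and DAPI nuclei; read-out: % inhibition of corrected integrated BODIPY droplet signal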
Dynein cargo inh cytoplasmic EGFP – recorded beside Dynein cargo inh, whose call it bears; z-score; measured here: cytoplasmic GR-EGFP intensity; stronger effect = higher value
Dynein cargo inh nuclear GR-EGFP – further read-out of Dynein cargo inh, marked with its call; z-score; measured here: nuclear GR-EGFP intensity;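 lower value marks the stronger effect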
Dynein cargo inh cell count – further read-out of Dynein cargo inh, marked with its call; z-score; measured here: cell count per field
Insulin prom up cell count – recorded beside Insulin prom up, whose call it bears; cell count; measured here: cytotoxicity, nuclei count;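 total cells summed across four imaged fields per well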
Hep lipid drop cells 6.5 µM – further read-out of Hep lipid drop, marked with its call; cell count; measured here: cell count, cytotoxicity flag;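 cells counted across two imaged fields per well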
b-catenin transl cell count 5 µM – also measured in b-catenin transl; calls as there; cell count; measured here: cell count, cytotoxicity flag
T cell HTS vesicle-bound % – recorded beside T cell HTS, whose call it bears; double positive events, %; measured here: CD8+ vesicle-bound cell fraction;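 binding gate set so that unloaded-vesicle control wells show 10% double positive cells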
MT stabilize HCS Hoechst-high % – also measured in MT stabilize HCS; calls as there; % Hoechst-high responders; measured here: nuclear condensation Hoechst responders;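 share of cells brighter than vehicle mean plus two SD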
MT stabilize HCS cytotoxicity % – further read-out of MT stabilize HCS, marked with its call; toxicity, %; measured here: cytotoxicity by cell density;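 0% = mean cell density of plate MIN control wells and 100% = no cells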
Autophagy mod cell loss 18 h – also measured in Autophagy mod; calls as there; toxicity, %; measured here: cell loss, nuclei count;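 cell loss after 18 h compound exposure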
The depositor's hits bear a star; i = inactive; nt = not tested or not shown; & = joins results of further samples.

Fields – Salmonella PhoP GFP, MT stabilize HCS, MT stabilize HCS Hoechst-high %, MT stabilize HCS cytotoxicity %, Dynein cargo inh, Dynein cargo inh cytoplasmic EGFP, Dynein cargo inh nuclear GR-EGFP, Dynein cargo inh cell count, Autophagy mod, Autophagy mod cell loss 18 h, b-catenin transl, b-catenin transl cell count 5 µM, Insulin prom up, Insulin prom up cell count, ER stress rescue, T cell HTS, T cell HTS vesicle-bound %, Hep lipid drop, Hep lipid drop cells 6.5 µM
CC1(C)Cc2c(sc(NC(=S)NC(=O)c3ccccc3)c2C(=O)O)CO1
→ 1.4%, 1.1, 1.6, 3.4, -0.366, -0.266, -0.188, 0.407, i, -26.8, -0.9, 1564, -0.35, 1498, 0.0%, i, 56.7, 1.2, 672
CCOc1ccc(C(=O)OCCN(CC)CC)cc1
→ 1.9%, 2.8, 1.9, 8.3, 0.555, -0.234, 0.112, 0.483, i, 2.5, nt, nt, nt, nt, -0.4%, i, 1.5, -9.0, 768
O=C(NCCc1c[nH]c2ccccc12)c1cccnc1
→ -0.4%, 2.6, 0.4, 22.7, -0.785, -0.147, -0.13, 1.37, i, -1.2, -3.3, 1196, -1.37, 1148, 3.9%, i, 15.6, 0.8, 736
Cc1cc(-c2ccccc2)nnc1NCCN1CCOCC1
→ -3.4%, 2.6, 2.2, 7.4, -0.172, -0.0799, 0.123, 0.678, i, 5.7, -2.9, 599, nt, nt, -1.1%, i, 21.2, 23.0, 698
Cc1ccc(CN2CCN(Cc3cccc4nccnc34)CC2CCO)cc1 (stereo not given)
→ -3.0%, nt, nt, nt, -0.0577, -0.208, -0.139, -0.239, nt, nt, 0.9, 1327, -0.07, 1108, nt, i, 40.0, 15.3, 749
CC[N+](C)(CC)CCOC(=O)C(O)(c1ccccc1)C1CCCCC1 (stereo not given)
→ 4.0%&3.9%, 2.4, 2.3, 8.9, 0.873, -0.212, 0.65, 0.333, i, 7.1, -10.1, 532, nt, nt, -2.1%, i, 21.6, -5.3, 665
c1ccc(CC2=NCCN2)cc1
→ 6.6%, 1.2, 0.8, 8.8, 0.609, -0.315, 0.338, 0.283, i, -7.1, nt, nt, -0.31, 920, 0.8%, i, 24.3, 11.0, 810
COc1ccc(/C=C/C(=O)Nc2ccccc2C(=O)O)cc1OC
→ -6.3%&8.6%&-7.0%, 3.1, 2.7, 4.7, -0.38, -0.294, -0.0126, 0.601, i, 11.8, -2.5&-2.7, 585&1102, 0.33, 1488, -4.3%&-5.1%, i, 15.4, 5.2&18.5, 716&733
Cc1c(NC(=O)c2cccnc2)c(=O)n(-c2ccccc2)n1C
→ -1.6%, nt, nt, nt, -0.437, -0.186, -0.602, 1.08, nt, nt, -0.4, 1178, 0.39, 1237, nt, i, 45.1, 2.1, 670
CC(COc1ccccc1)NC(C)C(O)c1ccc(O)cc1 (stereo not given)
→ 4.5%, 6.4, 2.6, 8.6, 0.19, -0.277, 0.287, 0.375, i, -33.7, -1.8, 500, nt, nt, -2.7%, i, 20.3, -6.8, 688
NC(=O)c1cccc(-c2cc(Nc3ccc(OC(F)(F)F)cc3)ncn2)c1
→ 7.4%, nt, nt, nt, 0.275, -0.805, 0.278, 0.175, nt, nt, -1.9, 1445, 0.4, 905, nt, i, 25.0, 4.9, 652
CC(=O)NC(Cc1ccccc1)C(=O)O (stereo not given)
→ -4.5%, 2.5, 1.9, 5.8, 0.314, -0.165, 0.297, -0.801, i, -11.0, nt, nt, nt, nt, nt, i, 37.9, nt, nt
c1ccc(CN(CC2=NCCN2)c2ccccc2)cc1
→ -0.2%&2.1%&-4.3%, 1.6&3.6, 2.6&3.7, 4.0&16.3, -0.172&-0.653, -0.282&-0.254, 0.39&-0.15, 0.1&1.33, i, -28.1&-33.6, -2.0, 528, nt, nt, -2.5%&19.7%, i, 23.6&51.3, 11.4, 722
COc1ccccc1N1CCN(CCCNc2cc(=O)n(C)c(=O)n2C)CC1
→ -5.9%&-10.7%, nt, nt, nt, nt, nt, nt, nt, nt, nt, -0.3, 1113, -0.4, 1479, -0.6%, i, 28.7, -2.8, 720
O=C(CCNNC(=O)c1ccncc1)NCc1ccccc1
→ 3.4%, 1.9, 2.6, 9.6, -0.329, -0.216, 0.333, 0.925, i, 6.5, nt, nt, nt, nt, -2.1%, i, 14.2, -4.8, 687
CC[n+]1c(C)sc2cc(OC)ccc21
→ -2.3%, 4.5, 1.8, 1.7, -0.508, 0.616, -0.281, 0.527, i, 8.3, 1.8, 1044, -0.12, 994, -1.0%, i, 8.0, 1.8, 750
CN1CCN(CCC(=O)N2c3ccccc3Sc3ccc(C(F)(F)F)cc32)CC1
→ 0.3%, 0.9, 1.4, 9.2, -0.333, -0.0293, -0.269, 0.0256, i, 1.9, -0.4, 1210, 0.24, 812, -2.3%, i, 32.1, 11.6, 787
O=C(c1ccc(F)cc1)C1CCN(CCn2c(=O)[nH]c3ccccc3c2=O)CC1
→ 8.4%&0.5%, nt, nt, nt, -0.147, -0.766, 0.299, -0.523, nt, nt, -1.3, 1246, -0.26, 975, nt, i, 23.0&65.8, 25.7, 721

Just Insulin prom up and MT stabilize HCS, for some of the entries so far:
canonical_smiles,Insulin prom up,MT stabilize HCS
CCOc1ccc(C(=O)OCCN(CC)CC)cc1,nt,2.8
O=C(NCCc1c[nH]c2ccccc12)c1cccnc1,-1.37,2.6

Ordered by value in Dynein cargo inh cell count (largest number first): some entries from above
| Molecule | Dynein cargo inh cell count |
| --- | --- |
| COc1ccc(/C=C/C(=O)Nc2ccccc2C(=O)O)cc1OC | 0.601 |
| CC[N+](C)(CC)CCOC(=O)C(O)(c1ccccc1)C1CCCCC1 (stereo not given) | 0.333 |
| NC(=O)c1cccc(-c2cc(Nc3ccc(OC(F)(F)F)cc3)ncn2)c1 | 0.175 |
| Cc1ccc(CN2CCN(Cc3cccc4nccnc34)CC2CCO)cc1 (stereo not given) | -0.239 |

Single values from the entries so far.
CC(COc1ccccc1)NC(C)C(O)c1ccc(O)cc1 (stereo not given) in Hep lipid drop = -6.8
NC(=O)c1cccc(-c2cc(Nc3ccc(OC(F)(F)F)cc3)ncn2)c1 in Dynein cargo inh cell count = 0.175

Source: PubChem (several laboratories)

These rows are one share of the data (hit frequency here may not be typical).
